Assay outcomes as filed in PubChem.
TcdB inh: TcdB glycohydrolase inhibitors, primary screen, biochemical, single point, plate reader | Toxin B (Clostridioides difficile), P18177 | TcdB glycohydrolase enzymatic assay | inhibition, % at 9.99 µM | actives 0.24% (n = 350,000) | AID 652162, 2013; in the data active = inhibition above about 10%
Target sequence (P18177 whole entry, looked up): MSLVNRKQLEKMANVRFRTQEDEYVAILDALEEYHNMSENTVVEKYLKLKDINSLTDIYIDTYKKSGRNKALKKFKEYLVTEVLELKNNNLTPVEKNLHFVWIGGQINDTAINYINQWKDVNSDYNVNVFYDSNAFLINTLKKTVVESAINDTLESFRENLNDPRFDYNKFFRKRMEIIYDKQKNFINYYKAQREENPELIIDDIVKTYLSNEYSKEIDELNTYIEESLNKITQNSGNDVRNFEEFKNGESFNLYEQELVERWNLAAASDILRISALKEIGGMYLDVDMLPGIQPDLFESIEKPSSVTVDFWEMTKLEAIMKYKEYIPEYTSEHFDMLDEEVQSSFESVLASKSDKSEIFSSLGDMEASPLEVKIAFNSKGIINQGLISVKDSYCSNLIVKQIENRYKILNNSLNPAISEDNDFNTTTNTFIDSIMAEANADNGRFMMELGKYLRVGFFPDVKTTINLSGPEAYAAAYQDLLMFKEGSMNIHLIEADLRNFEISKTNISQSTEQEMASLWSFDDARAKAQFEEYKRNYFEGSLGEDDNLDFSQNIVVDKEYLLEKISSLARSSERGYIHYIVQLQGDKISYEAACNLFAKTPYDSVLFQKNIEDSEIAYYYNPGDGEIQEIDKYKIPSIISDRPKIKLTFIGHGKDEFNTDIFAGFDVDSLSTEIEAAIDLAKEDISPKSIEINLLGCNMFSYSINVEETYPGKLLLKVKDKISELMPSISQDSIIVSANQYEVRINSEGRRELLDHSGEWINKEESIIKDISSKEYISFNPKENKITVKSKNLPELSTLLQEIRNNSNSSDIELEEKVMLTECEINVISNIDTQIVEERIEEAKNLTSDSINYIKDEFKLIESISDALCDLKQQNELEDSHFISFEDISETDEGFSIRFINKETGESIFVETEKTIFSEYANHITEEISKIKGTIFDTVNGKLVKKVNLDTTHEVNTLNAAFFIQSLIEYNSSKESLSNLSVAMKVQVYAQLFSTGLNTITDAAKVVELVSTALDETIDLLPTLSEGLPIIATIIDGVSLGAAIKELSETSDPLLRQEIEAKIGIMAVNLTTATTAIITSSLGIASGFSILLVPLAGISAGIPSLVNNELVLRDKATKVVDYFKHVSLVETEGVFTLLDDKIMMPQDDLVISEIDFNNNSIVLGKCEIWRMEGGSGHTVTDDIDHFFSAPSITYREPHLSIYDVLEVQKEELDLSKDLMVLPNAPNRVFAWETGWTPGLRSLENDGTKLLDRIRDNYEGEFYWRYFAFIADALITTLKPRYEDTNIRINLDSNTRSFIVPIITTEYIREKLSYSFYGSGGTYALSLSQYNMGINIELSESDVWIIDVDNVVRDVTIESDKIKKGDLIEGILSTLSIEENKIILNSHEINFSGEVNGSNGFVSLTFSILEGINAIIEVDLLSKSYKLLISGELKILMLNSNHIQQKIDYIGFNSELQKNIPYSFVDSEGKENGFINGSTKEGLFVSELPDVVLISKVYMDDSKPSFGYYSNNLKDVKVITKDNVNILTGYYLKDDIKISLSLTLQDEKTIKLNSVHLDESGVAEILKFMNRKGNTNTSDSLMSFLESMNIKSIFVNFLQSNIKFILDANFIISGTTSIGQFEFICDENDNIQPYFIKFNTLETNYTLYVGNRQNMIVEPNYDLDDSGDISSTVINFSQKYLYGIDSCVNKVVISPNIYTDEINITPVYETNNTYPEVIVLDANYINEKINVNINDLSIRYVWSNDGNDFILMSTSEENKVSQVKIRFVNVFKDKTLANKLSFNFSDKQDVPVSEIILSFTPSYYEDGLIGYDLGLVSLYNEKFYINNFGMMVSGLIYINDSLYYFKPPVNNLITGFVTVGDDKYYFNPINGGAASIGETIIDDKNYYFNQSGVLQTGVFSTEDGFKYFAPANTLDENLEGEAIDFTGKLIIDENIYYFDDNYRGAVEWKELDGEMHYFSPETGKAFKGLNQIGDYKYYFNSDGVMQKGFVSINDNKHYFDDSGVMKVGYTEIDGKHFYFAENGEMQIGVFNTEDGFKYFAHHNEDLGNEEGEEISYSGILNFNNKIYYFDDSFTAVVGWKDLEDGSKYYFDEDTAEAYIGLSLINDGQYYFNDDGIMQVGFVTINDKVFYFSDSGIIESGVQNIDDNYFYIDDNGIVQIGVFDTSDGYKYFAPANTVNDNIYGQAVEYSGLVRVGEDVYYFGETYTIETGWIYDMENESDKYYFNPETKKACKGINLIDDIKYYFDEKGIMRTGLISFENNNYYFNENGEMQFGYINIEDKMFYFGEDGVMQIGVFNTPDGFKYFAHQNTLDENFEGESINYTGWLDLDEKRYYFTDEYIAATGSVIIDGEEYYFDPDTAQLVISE
* = called active by the depositor.

CCCC#Cc1ccc([C@@H]2[C@H]3CN(Cc4cncnc4)CCCCN3[C@H]2CO)cc1
  TcdB inh = -0.3

Cc1ccc(S(=O)(=O)N(C)C[C@@H]2Oc3ncc(-c4ccncc4)cc3C(=O)N([C@@H](C)CO)C[C@@H]2C)cc1
  TcdB inh = -1.2

CC(=O)N(C)C[C@H]1Oc2ncc(C#CC(C)(C)O)cc2C(=O)N([C@H](C)CO)C[C@H]1C
  TcdB inh = -0.1

Cc1ccc(S(=O)(=O)Nc2ccc3c(c2)C(=O)N([C@@H](C)CO)C[C@H](C)[C@@H](CN(C)C(=O)c2ccccc2)OCCCC[C@H](C)O3)cc1
  TcdB inh = -0.2

COc1cccc(S(=O)(=O)Nc2ccc3c(c2)[C@H]2C[C@H](CC(=O)N4CCCCC4)O[C@@H](CO)[C@H]2O3)c1
  TcdB inh = -0.3

C[C@H](CO)N1C[C@H](C)[C@@H](CN(C)S(=O)(=O)c2cccs2)OCCCC[C@H](C)Oc2ccc(NC(=O)Nc3ccccc3)cc2C1=O
  TcdB inh = -0.3

O=C(C[C@H]1CC[C@H](NC(=O)c2ccncc2)[C@H](CO)O1)NCc1ccncn1
  TcdB inh = -1.4

CN1C(=O)c2cc(NC(=O)c3ccc(F)cc3)ccc2OC[C@H]2O[C@H](CC(=O)NCC3CC3)CC[C@@H]21
  TcdB inh = -1.9

Cc1ccccc1S(=O)(=O)N1CC[C@@H]2[C@@H](CO)Nc3ccc(-c4ccccc4F)cc3[C@@H]21
  TcdB inh = -0.5

CN1C(=O)c2cc(NC(=O)c3cscn3)ccc2OC[C@@H]2O[C@H](CC(=O)N3CCOCC3)CC[C@@H]21
  TcdB inh = -0.4

COc1ccc(CNC(=O)C[C@H]2CC[C@@H]3[C@H](COc4ccc(NC(C)=O)cc4C(=O)N3C)O2)cc1
  TcdB inh = -0.5

CNC[C@H]1Oc2ccc(NC(=O)Nc3cccc4ccccc34)cc2CC(=O)N([C@H](C)CO)C[C@H]1C
  TcdB inh = 0.1

C[C@@H]1CN([C@@H](C)CO)C(=O)c2cc(-c3ccccc3)cnc2O[C@H]1CN(C)Cc1ccc(C(=O)O)cc1
  TcdB inh = 0.4

O=C(C[C@H]1CC[C@@H]2[C@H](COC[C@@H](O)CN2S(=O)(=O)c2ccccc2F)O1)NCc1ccccc1Cl
  TcdB inh = -0.9

CCCNC(=O)N1CC2(CCN(C(=O)Cc3cccnc3)CC2)c2c([nH]c3cc(OC)ccc23)[C@H]1CO
  TcdB inh = 0.8

Cc1ccc(S(=O)(=O)N(C)C[C@@H]2OCCCC[C@H](C)Oc3ccc(NC(=O)NC(C)C)cc3C(=O)N([C@@H](C)CO)C[C@@H]2C)cc1
  TcdB inh = 0.6

CN(C)CC#Cc1ccc([C@@H]2[C@@H](CO)N3CCCCN(C(=O)Nc4ccccc4F)C[C@@H]23)cc1
  TcdB inh = -0.5

O=C(C1CCCC1)N1C[C@H]2[C@@H](c3ccccc31)[C@H](CO)N2C(=O)c1ccccc1F
  TcdB inh = -0.3

C/C=C/c1ccc([C@H]2[C@@H](CN(C)C(C)=O)N(C(=O)C3CC3)[C@H]2CO)cc1
  TcdB inh = -0.4

COCC(=O)N1CCC2(CC1)CN(C(=O)Nc1ccccc1F)[C@H](CO)c1[nH]c3cc(OC)ccc3c12
  TcdB inh = 1.0

Cc1noc(C)c1NC(=O)N(C)C[C@H]1OCCCC[C@@H](C)Oc2ccc(NC(=O)C3CCCCC3)cc2C(=O)N([C@@H](C)CO)C[C@@H]1C
  TcdB inh = 0.0

COc1ccc2c3c(n(C)c2c1)[C@@H](CO)N(Cc1cccc(F)c1)CC31CCN(C(=O)Cc2ccccc2)CC1
  TcdB inh = -1.3

COCC(=O)N1CC2(C1)[C@@H](c1ccc(-c3ccccc3)cc1)[C@H](CO)N2C(=O)COC
  TcdB inh = -0.4

C[C@H](O)C#Cc1ccc2c(c1)O[C@H](CN(C)Cc1ccc(-c3ccccc3)cc1)[C@@H](C)CN([C@H](C)CO)S2(=O)=O
  TcdB inh = -0.9

COc1cccc(-c2ccc3c(c2)[C@@H]2[C@@H](CCN2S(=O)(=O)c2ccccc2F)[C@H](CO)N3)c1
  TcdB inh = 2.2

CCC(=O)N1[C@H](CN(C)C(C)=O)[C@@H](c2ccc(C3=CCCC3)cc2)[C@@H]1CO
  TcdB inh = -1.6

CO[C@H]1CN(C)C(=O)c2cc(NC(=O)Nc3ccccc3F)ccc2OC[C@@H](C)N(C(C)=O)C[C@@H]1C
  TcdB inh = 0.6

COC(=O)c1c2oc(c1C(=O)OC)C(=O)N(C)Cc1cn(nn1)C[C@@H](C)NC(=O)N[C@H](CO)CC2
  TcdB inh = -7.4

C[C@H]1CN([C@@H](C)CO)S(=O)(=O)c2ccc(-c3ccncc3)cc2O[C@@H]1CN(C)C
  TcdB inh = 0.2

CCCC#Cc1ccc2c(c1)O[C@H](CN(C)Cc1cccnc1)[C@@H](C)CN([C@H](C)CO)S2(=O)=O
  TcdB inh = 0.3

As a working copy, 5 of the compounds above.
CCC(=O)N1[C@H](CN(C)C(C)=O)[C@@H](c2ccc(C3=CCCC3)cc2)[C@@H]1CO
  TcdB inh = -1.6

CO[C@H]1CN(C)C(=O)c2cc(NC(=O)Nc3ccccc3F)ccc2OC[C@@H](C)N(C(C)=O)C[C@@H]1C
  TcdB inh = 0.6

COC(=O)c1c2oc(c1C(=O)OC)C(=O)N(C)Cc1cn(nn1)C[C@@H](C)NC(=O)N[C@H](CO)CC2
  TcdB inh = -7.4

C[C@H]1CN([C@@H](C)CO)S(=O)(=O)c2ccc(-c3ccncc3)cc2O[C@@H]1CN(C)C
  TcdB inh = 0.2

CCCC#Cc1ccc2c(c1)O[C@H](CN(C)Cc1cccnc1)[C@@H](C)CN([C@H](C)CO)S2(=O)=O
  TcdB inh = 0.3

More compounds.
CCCNC(=O)[C@@H]1[C@@H](CO)[C@@H]2Cn3c(ccc(C4=CCCC4)c3=O)[C@H]1N2Cc1ccncc1
  TcdB inh = 0.3

C[C@@H]1CN([C@@H](C)CO)C(=O)Cc2cc(NC(=O)Cc3cn(C)c4ccccc34)ccc2O[C@@H]1CN(C)Cc1ccc(Cl)c(Cl)c1
  TcdB inh = -11

CC(=O)N1Cc2cc(C(=O)NCC(F)(F)F)nc(-c3cccc(-c4cncnc4)c3)c2[C@H]1CCO
  TcdB inh = -0.9

CS(=O)(=O)Nc1ccc2c(c1)[C@@H]1C[C@H](CC(=O)N3CCOCC3)O[C@@H](CO)[C@@H]1O2
  TcdB inh = -2.2

O=C(c1cnccn1)N1CC(=O)N2[C@@H](CO)[C@@H](c3ccc(C#CCc4ccccc4)cc3)[C@@H]2C1
  TcdB inh = -1.3

O=C(C[C@H]1CC[C@H]2[C@@H](COC[C@@H](O)CN2Cc2cc(F)ccc2F)O1)NCc1ccc(Oc2ccccc2)cc1
  TcdB inh = -0.3

COCC(=O)N1CC(=O)N2[C@H](C1)[C@@H](c1ccc(-c3ccccc3)cc1)[C@@H]2CO
  TcdB inh = 0.9

C[C@H](CO)N1C[C@H](C)[C@@H](CN(C)Cc2ccccc2)Oc2ccc(NC(=O)Cc3cn(C)c4ccccc34)cc2CC1=O
  TcdB inh = -0.2

COc1ccc(S(=O)(=O)N(C)C[C@@H]2OCCCC[C@H](C)Oc3ccc(NC(=O)Nc4c(C)noc4C)cc3C(=O)N([C@H](C)CO)C[C@H]2C)cc1
  TcdB inh = -0.5

CN(C)CC(=O)Nc1ccc2c(c1)[C@H]1C[C@H](CC(=O)N3CCc4ccccc4C3)O[C@H](CO)[C@H]1O2
  TcdB inh = 0.4

CCC(=O)N(C)C[C@@H]1Oc2ncc(C#CC(C)(C)O)cc2C(=O)N([C@@H](C)CO)C[C@H]1C
  TcdB inh = 0.3

C[C@H](O)C#Cc1ccc([C@H]2[C@@H](CO)N3CCCCN(CC4CCOCC4)C[C@@H]23)cc1
  TcdB inh = 0.2

Cc1noc(C)c1S(=O)(=O)N(C)C[C@H]1Oc2ccc(NC(=O)NC3CCCCC3)cc2CC(=O)N([C@@H](C)CO)C[C@H]1C
  TcdB inh = 2.0

CCCC#Cc1cnc2c(c1)C(=O)N([C@H](C)CO)C[C@H](C)[C@H](CN(C)S(=O)(=O)c1cn(C)cn1)O2
  TcdB inh = -0.3

CN(C)C(=O)[C@@H]1[C@@H](CO)[C@@H]2Cn3c(ccc(C4=CCCC4)c3=O)[C@H]1N2S(=O)(=O)c1cn(C)cn1
  TcdB inh = -0.3

C[C@H]1CN([C@@H](C)CO)C(=O)Cc2cc(NC(=O)C3CC3)ccc2O[C@H]1CN(C)CC1CCCCC1
  TcdB inh = 0.5

O=C(Cc1cccnc1)N1CCCCN2[C@H](CO)[C@@H](c3ccc(C#CC4CC4)cc3)[C@@H]2C1
  TcdB inh = -7.8

CN(C)CCCNC(=O)C[C@H]1C=C[C@H](NS(=O)(=O)c2ccc(F)cc2)[C@H](CO)O1
  TcdB inh = 0.4

C[C@H]1CN([C@@H](C)CO)C(=O)c2cc(C#Cc3ccccc3F)cnc2O[C@H]1CN(C)C(=O)c1ccc2c(c1)OCO2
  TcdB inh = -0.5

CCC(=O)N(C)C[C@H]1Oc2cc(C3=CCCC3)ccc2S(=O)(=O)N([C@H](C)CO)C[C@H]1C
  TcdB inh = -11

O=C(C[C@H]1CC[C@H](NC(=O)C2CC2)[C@@H](CO)O1)NCCCN1CCOCC1
  TcdB inh = -0.4

COc1ccc(NC(=O)Nc2ccc3c(c2)C(=O)N([C@@H](C)CO)C[C@H](C)[C@H](CN(C)C(=O)Nc2ccc(F)cc2)O3)cc1
  TcdB inh = 1.8

C[C@H](CO)N1C[C@H](C)[C@@H](CN(C)Cc2ccccc2)OCCCC[C@H](C)Oc2ccc(NC(=O)Nc3ccccc3)cc2C1=O
  TcdB inh = 1.2

CCCN1[C@@H]2c3ccc(-c4ccc(F)cc4)c(=O)n3C[C@H]1[C@H](CO)[C@H]2C(=O)NCC1CC1
  TcdB inh = 0.2

C[C@@H]1CN([C@H](C)CO)C(=O)c2cccc(NS(C)(=O)=O)c2O[C@@H]1CN(C)Cc1ccc(C(=O)O)cc1
  TcdB inh = 0.3

COC(=O)C[C@@H]1CC[C@H]2[C@@H](COc3ccc(NS(=O)(=O)c4cccc(F)c4)cc3C(=O)N2C)O1
  TcdB inh = 0.8

COC(=O)C[C@@H]1CC[C@H]2[C@@H](COc3ccc(NS(=O)(=O)c4ccc(F)cc4)cc3C(=O)N2C)O1
  TcdB inh = 0.3

C[C@H](CO)N1C[C@H](C)[C@H](CN(C)C)Oc2c(NC(=O)c3ccc(-c4nccs4)cc3)cccc2C1=O
  TcdB inh = -0.3

Cc1noc(C)c1S(=O)(=O)N(C)C[C@H]1Oc2ccc(NS(=O)(=O)c3ccc(F)cc3)cc2CC(=O)N([C@@H](C)CO)C[C@H]1C
  TcdB inh = 1.6

O=C(C[C@@H]1CC[C@H](NC(=O)CCN2CCCCC2)[C@@H](CO)O1)Nc1ccccc1
  TcdB inh = 0.7

C[C@@H]1CN([C@@H](C)CO)C(=O)c2cc(N(C)C)ccc2O[C@@H](C)CCCCO[C@H]1CN(C)C(=O)Nc1cccc2ccccc12
  TcdB inh = -11

CCNC(=O)[C@@H]1[C@@H](CO)[C@@H]2Cn3c(cccc3=O)[C@H]1N2CC1CCOCC1
  TcdB inh = 0.0

C/C=C/c1ccc([C@H]2[C@@H](C#N)N(C(=O)NC3CCCCC3)[C@H]2CO)cc1
  TcdB inh = -17

O=C(Nc1ccccc1)N1CC(=O)N2[C@H](C1)[C@H](c1ccc(C#CC3CCCCC3)cc1)[C@@H]2CO
  TcdB inh = -0.4

CO[C@H]1CC[C@@H]2CCN(C)C(=O)[C@H](C)N(C)C(=O)c3cc(C#N)ccc3OC[C@H]1O2
  TcdB inh = -2.4

Cc1ccc(S(=O)(=O)N(C)C[C@@H]2Oc3c(NS(=O)(=O)c4ccc(Cl)cc4)cccc3C(=O)N([C@H](C)CO)C[C@@H]2C)cc1
  TcdB inh = -0.9

CNC[C@H]1OCCCC[C@H](C)Oc2ccc(NC(=O)C3CCCCC3)cc2C(=O)N([C@@H](C)CO)C[C@@H]1C
  TcdB inh = -0.6

CN(C)C(=O)C[C@@H]1C[C@H]2c3cc(NS(C)(=O)=O)ccc3O[C@H]2[C@@H](CO)O1
  TcdB inh = 1.3

C[C@@H]1CN([C@H](C)CO)C(=O)c2cc(NC(=O)NC3CCCCC3)ccc2O[C@@H](C)CCCCO[C@H]1CN(C)C(=O)c1ccccc1
  TcdB inh = -0.5

COc1cccc(NC(=O)N(C)C[C@H]2Oc3cc(C#Cc4ccc(F)cc4)ccc3S(=O)(=O)N([C@H](C)CO)C[C@H]2C)c1
  TcdB inh = -4.0

CC(=O)N1[C@@H](CO)[C@H](c2ccccc2)[C@@H]1CN(C(=O)c1ccccc1)C(C)C
  TcdB inh = -0.4

O=C(C[C@H]1CC[C@@H]2[C@H](COC[C@@H](O)CN2Cc2nccs2)O1)NCc1ccccc1
  TcdB inh = -0.5

C[C@@H]1CCCCO[C@@H](CN(C)C)[C@H](C)CN([C@@H](C)CO)C(=O)c2cc(NC(=O)c3ccncc3)ccc2O1
  TcdB inh = -0.3

CCc1csc(N2[C@H](CO)[C@@H](c3ccc(C4=CCCC4)cc3)[C@@H]2C#N)n1
  TcdB inh = -0.3

Cc1noc(C)c1NC(=O)Nc1cccc2c1O[C@@H](CN(C)Cc1ccc(Cl)c(Cl)c1)[C@H](C)CN([C@@H](C)CO)C2=O
  TcdB inh = 1.3

C[C@@H]1CN([C@@H](C)CO)C(=O)Cc2cc(NS(=O)(=O)c3cccs3)ccc2O[C@H]1CN(C)Cc1ccccc1
  TcdB inh = 0.6

Cc1cccc(S(=O)(=O)N2C[C@H](O)COC[C@@H]3O[C@@H](CC(=O)NCc4ccc5c(c4)OCO5)CC[C@H]32)c1
  TcdB inh = 0.0

COc1ccc(S(=O)(=O)N(C)C[C@@H]2OCCCC[C@H](C)Oc3ccc(NC(=O)Nc4cccc5ccccc45)cc3C(=O)N([C@@H](C)CO)C[C@H]2C)cc1
  TcdB inh = 0.6

O=C(N[C@H]1CC[C@@H](CCNS(=O)(=O)Cc2ccccc2)O[C@@H]1CO)c1ccc2c(c1)OCO2
  TcdB inh = -3.2

COc1ccc(C#Cc2cnc3c(c2)C(=O)N([C@H](C)CO)C[C@H](C)[C@H](CN(C)S(=O)(=O)c2cccc(F)c2)O3)cc1OC
  TcdB inh = 0.6

O=C(C[C@H]1CC[C@@H]2[C@H](COC[C@H](O)CN2C(=O)C2CC2)O1)NCc1ccccc1Cl
  TcdB inh = 0.4

C[C@@H](NC(=O)[C@H]1[C@H](CO)[C@H]2Cn3c(cccc3=O)[C@H]2N1C(=O)C1CC1)c1ccccc1
  TcdB inh = 0.5

An excerpt (hit frequency here may not be typical).
